# High-throughput results deposited in PubChem by Broad Institute.
# mut p53 react – mutant p53 pathway re-activators, primary screen, cell-based, SW480, luciferase, single point, HTS; SW480 PUMA-promoter luciferase, p53 mutant reactivation; activation, % at 9.98 µM; actives 1.5% (n = 28,000); AID 624151, 2012; in the data active = activation above about 52%; inconclusive = no clear call, values can overlap the other calls
# STK33 inh – STK33 kinase inhibitors, primary screen, biochemical, luminescence, ADP-Glo, MBP substrate; Serine/threonine-protein kinase 33 (Homo sapiens), Q9BYT3; inhibition, % at 12.5 µM; actives 0.44% (n = 27,000); AID 2322, 2010; in the data active = inhibition above about 20%; inconclusive = no clear call, values can overlap the other calls
# Target sequence (Q9BYT3 whole entry, looked up): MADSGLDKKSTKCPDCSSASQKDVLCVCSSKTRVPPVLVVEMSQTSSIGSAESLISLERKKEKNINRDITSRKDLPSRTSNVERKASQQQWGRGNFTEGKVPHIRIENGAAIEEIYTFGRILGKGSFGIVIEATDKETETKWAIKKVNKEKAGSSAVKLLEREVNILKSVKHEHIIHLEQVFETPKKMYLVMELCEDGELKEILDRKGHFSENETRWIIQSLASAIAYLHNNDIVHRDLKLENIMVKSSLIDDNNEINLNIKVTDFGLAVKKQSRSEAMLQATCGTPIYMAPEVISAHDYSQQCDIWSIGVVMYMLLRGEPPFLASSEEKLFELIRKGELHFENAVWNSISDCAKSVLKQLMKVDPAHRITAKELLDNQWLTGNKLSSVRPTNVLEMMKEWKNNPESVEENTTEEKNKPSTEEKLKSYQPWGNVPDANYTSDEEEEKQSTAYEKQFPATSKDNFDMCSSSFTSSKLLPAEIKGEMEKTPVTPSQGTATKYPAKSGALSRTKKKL
# The depositor's hits bear a star; ? = inconclusive; · = not tested or not shown. An excerpt; rates above refer to the full screens.
# Start of the listing, in advance, 10 compounds:
SMILES,mut p53 react,STK33 inh
C=C1C2CCC3[C@]4(C)CCC[C@@](C)(C(=O)O)C4CC[C@]3(C2)[C@H]1OC(C)=O (some centres not stated),3,-8
C[C@H](CO)N1C[C@H](C)[C@H](CN(C)C(=O)Nc2ccccc2)Oc2ncccc2C1=O,0,·
O=C(CSc1nnnn1-c1ccc(O)cc1)Nc1ccc(N2CCOCC2)c(Cl)c1,4,1
Cc1nc(SCC(=O)Nc2cccc(C(=O)O)c2)[nH]c(=O)c1C,1,0
C[C@@H]1CN([C@@H](C)CO)C(=O)c2cccc(N(C)C)c2O[C@@H]1CN(C)Cc1ccccc1,-4,·
Cc1noc(C)c1NC(=O)N(C)C[C@H]1Oc2ccc(NC(=O)Cn3cnnn3)cc2C(=O)N([C@@H](C)CO)C[C@@H]1C,4,·
COc1ccc2c(c1)O[C@H]1c3ccc(O)cc3OC[C@@H]21,16,0
COc1ccc(S(=O)(=O)Nc2ccc3c(c2)C(=O)N([C@H](C)CO)C[C@H](C)[C@@H](CN(C)C(=O)Nc2ccc(C(F)(F)F)cc2)OCCCC[C@@H](C)O3)cc1,·,-6
Cc1cccc(C)c1NC(=O)CSc1nnnn1-c1ccc(I)cc1,-11,1
C[C@H]1CN([C@@H](C)CO)C(=O)c2cccc(NS(=O)(=O)c3ccccc3)c2O[C@H]1CN(C)C(=O)Nc1ccc2c(c1)OCO2,3,·

# Results, previewed entries included:
SMILES,mut p53 react,STK33 inh
C=C1C2CCC3[C@]4(C)CCC[C@@](C)(C(=O)O)C4CC[C@]3(C2)[C@H]1OC(C)=O (some centres not stated),3,-8
C[C@H](CO)N1C[C@H](C)[C@H](CN(C)C(=O)Nc2ccccc2)Oc2ncccc2C1=O,0,·
O=C(CSc1nnnn1-c1ccc(O)cc1)Nc1ccc(N2CCOCC2)c(Cl)c1,4,1
Cc1nc(SCC(=O)Nc2cccc(C(=O)O)c2)[nH]c(=O)c1C,1,0
C[C@@H]1CN([C@@H](C)CO)C(=O)c2cccc(N(C)C)c2O[C@@H]1CN(C)Cc1ccccc1,-4,·
Cc1noc(C)c1NC(=O)N(C)C[C@H]1Oc2ccc(NC(=O)Cn3cnnn3)cc2C(=O)N([C@@H](C)CO)C[C@@H]1C,4,·
COc1ccc2c(c1)O[C@H]1c3ccc(O)cc3OC[C@@H]21,16,0
COc1ccc(S(=O)(=O)Nc2ccc3c(c2)C(=O)N([C@H](C)CO)C[C@H](C)[C@@H](CN(C)C(=O)Nc2ccc(C(F)(F)F)cc2)OCCCC[C@@H](C)O3)cc1,·,-6
Cc1cccc(C)c1NC(=O)CSc1nnnn1-c1ccc(I)cc1,-11,1
C[C@H]1CN([C@@H](C)CO)C(=O)c2cccc(NS(=O)(=O)c3ccccc3)c2O[C@H]1CN(C)C(=O)Nc1ccc2c(c1)OCO2,3,·
Cc1cc(N(CC(=O)Nc2cc(Cl)ccc2Cl)S(C)(=O)=O)ccc1Br,-4,2
CC(=O)c1ccc(NC(=O)Cn2cnc3ccccc3c2=O)cc1,15,-2
CS(=O)(=O)Nc1ccc2c(c1)[C@H]1C[C@H](CC(=O)NCc3ccc(Cl)cc3)O[C@H](CO)[C@H]1O2,4,·
O=C(Oc1ccc(N(Cc2ccco2)C2=NS(=O)(=O)c3ccccc32)cc1)c1ccco1,2,4
C[C@H](CO)N1C[C@H](C)[C@H](CN(C)C(=O)Nc2ccc(C(F)(F)F)cc2)Oc2c(cccc2N(C)C)C1=O,3,·
C[C@@H]1CN([C@@H](C)CO)C(=O)c2cc(NS(=O)(=O)c3cccs3)ccc2O[C@@H]1CN(C)C,-9,3
Cc1noc(C)c1NC(=O)N(C)C[C@H]1Oc2ccc(NS(=O)(=O)c3c(C)noc3C)cc2CC(=O)N([C@H](C)CO)C[C@H]1C,·,2
C[C@@H]1CN([C@@H](C)CO)C(=O)Cc2cc(NC(=O)Nc3ccc4c(c3)OCO4)ccc2O[C@@H]1CN(C)C,3,5
COC(=O)c1ccccc1NC(=O)CN(c1ccc(Br)c(C)c1)S(C)(=O)=O,-10,2
Cc1ccc(S(=O)(=O)Nc2ccc3c(c2)C(=O)N([C@H](C)CO)C[C@@H](C)[C@@H](CN(C)C(=O)NC2CCCCC2)O3)cc1,·,-1
C[C@@H]1CN([C@H](C)CO)C(=O)c2cc(NC(=O)C3CC3)ccc2O[C@H]1CN(C)S(=O)(=O)c1cn(C)cn1,-1,·
Cc1ccc(-n2c(N)cc(=O)nc2SCC(=O)Nc2cccc(C(F)(F)F)c2)cc1,22,-3
C[C@H]1CN([C@@H](C)CO)C(=O)c2cccc(NS(=O)(=O)c3cccs3)c2O[C@@H]1CN(C)Cc1ccc(Cl)c(Cl)c1,2,·
C[C@@H]1CCCCO[C@@H](CN(C)C(=O)Nc2ccccc2)[C@@H](C)CN([C@@H](C)CO)C(=O)c2cc(NC(=O)Cc3ccccc3)ccc2O1,-9,·
COc1ccc(S(=O)(=O)N(C)C[C@@H]2Oc3ccc(NC(=O)Nc4ccc5c(c4)OCO5)cc3C(=O)N([C@@H](C)CO)C[C@@H]2C)cc1,2,-1
C[C@@H]1CN([C@H](C)CO)C(=O)c2cc(NC(=O)NC3CCCCC3)ccc2O[C@H]1CN(C)S(=O)(=O)c1ccc(Cl)cc1,12,0
C[C@H]1CCCCO[C@H](CN(C)C)[C@@H](C)CN([C@@H](C)CO)C(=O)c2cc(NC(=O)CCC(F)(F)F)ccc2O1,0,·
CNC[C@@H]1Oc2ccc(NC(=O)CCN3CCOCC3)cc2C(=O)N([C@H](C)CO)C[C@H]1C,9,·
C[C@@H]1CN([C@@H](C)CO)C(=O)c2c(c3ccccc3n2C)-c2ccccc2CO[C@@H]1CN(C)S(=O)(=O)CC(F)(F)F,7,·
C[C@H](CO)N1C[C@H](C)[C@H](CN(C)S(C)(=O)=O)Oc2ccc(NC(=O)Nc3cccc4ccccc34)cc2C1=O,·,0
C[C@@H]1CC[C@]2(C(=O)O)CC[C@]3(C(=O)O)C(=CCC4[C@@]5(C)CC[C@H](O[C@@H]6O[C@@H](C)[C@H](O[C@@H]7O[C@H](CO)[C@@H](O)[C@H](O)[C@H]7O)[C@@H](O)[C@H]6O)C(C)(C)C5CC[C@]43C)C2[C@H]1C (some centres not stated),-7,-8
O=C(O)c1cccc(COc2ccc(CO)cc2Br)c1,-87,0
O=C1O[C@H](c2ccccc2)[C@H](c2ccccc2)N2[C@H]1[C@@H](C(=O)O)[C@]1(C(=O)Nc3ccccc31)[C@H]2c1ccc(O)cc1,·,-10
CNC[C@@H]1Oc2ccc(NC(=O)NC(C)C)cc2C(=O)N([C@H](C)CO)C[C@H]1C,·,1
Cc1noc(C)c1S(=O)(=O)Nc1ccc2c(c1)C(=O)N([C@H](C)CO)C[C@H](C)[C@@H](CN(C)C(=O)Nc1ccc(C(F)(F)F)cc1)OCCCC[C@@H](C)O2,·,-1
COc1ccccc1CN(C)C[C@@H]1OCc2cn(nn2)CCCC(=O)N([C@@H](C)CO)C[C@@H]1C,2,-2
O=C(CC1NCCNC1=O)Nc1cccc(Cl)c1Cl (configuration not stated),-5,0
COc1ccc(CN(C)C[C@H]2Oc3ccc(NS(=O)(=O)c4ccc(F)cc4)cc3CC(=O)N([C@@H](C)CO)C[C@@H]2C)cc1,·,-4
Cc1nc(S(=O)(=O)NCC2CCN(Cc3ccc(OCCO)cc3)CC2)cn1C,·,0
C[C@H]1CN([C@@H](C)CO)C(=O)Cc2cc(NC(=O)Nc3cccc4ccccc34)ccc2O[C@H]1CN(C)CC1CC1,7,-4
O=C(CCc1ccc(O)cc1)c1c(O)c([C@@H]2O[C@H](CO)[C@@H](O)[C@H](O)[C@H]2O)c(O)c([C@@H]2O[C@H](CO)[C@@H](O)[C@H](O)[C@H]2O)c1O,-4,-1
COc1cc(NS(=O)(=O)c2ccc(NC(=O)c3csc(C)c3)cc2)nc(OC)n1,-9,0
C[C@H](CO)N1C[C@H](C)[C@H](CN(C)S(=O)(=O)c2cccs2)Oc2ccc(NS(=O)(=O)c3ccccc3)cc2C1=O,·,-1
C[C@@H]1CCCCO[C@@H](CN(C)CC2CC2)[C@@H](C)CN([C@H](C)CO)C(=O)c2cc(NC(=O)CCC(F)(F)F)ccc2O1,·,-1
COC(=O)c1cc(OC)c(OC)cc1NC(=O)COc1cccc(C)c1C,1,-1
C[C@H]1CN([C@@H](C)CO)C(=O)Cc2cc(NS(=O)(=O)c3ccc(F)cc3)ccc2O[C@@H]1CN(C)S(=O)(=O)c1ccc(Cl)cc1,·,-2
CN(C(=O)c1ccn[nH]1)C1CC(C)(C)N(C)C(C)(C)C1,-4,·
Cc1ccc(S(=O)(=O)N(C)CC(=O)Nc2cccc(C(F)(F)F)c2)cc1,6,-3
CC(NS(=O)(=O)c1ccc(F)cc1)C(=O)Nc1ccc2c(c1)OCCO2 (configuration not stated),-17,0
Cc1ccc(S(=O)(=O)Nc2ccc3c(c2)CC(=O)N([C@H](C)CO)C[C@@H](C)[C@@H](CN(C)S(=O)(=O)c2cn(C)cn2)O3)cc1,·,-2
O=C(C[C@@H]1C[C@@H]2c3cc(NC(=O)Nc4ccccc4F)ccc3O[C@@H]2[C@@H](CO)O1)NCc1cc(F)ccc1F,1,·
COc1ccccc1N(CC(=O)Nc1ccccc1Cl)S(C)(=O)=O,-1,1
C[C@@H]1CN([C@@H](C)CO)C(=O)c2cccc(NC(=O)C3CCOCC3)c2O[C@@H]1CN(C)S(=O)(=O)c1cccs1,-3,·
COC(=O)c1c(NC(=O)C2CC(=O)NN2Cc2ccccc2)sc2c1CCC2 (configuration not stated),-6,11
CNC[C@H]1Oc2c(NC(=O)Nc3ccc4c(c3)OCO4)cccc2C(=O)N([C@@H](C)CO)C[C@H]1C,·,3
COc1ccc(CN(C)C[C@H]2Oc3ccc(NC(=O)Nc4cccc5ccccc45)cc3C(=O)N([C@H](C)CO)C[C@@H]2C)cc1,15,·
COc1ccccc1-c1nc(SCC(=O)N2CCOCC2)n[nH]1,-11,0
C[C@H]1CN([C@@H](C)CO)C(=O)c2cccc(NC(=O)NC3CCCCC3)c2O[C@H]1CN(C)C(=O)Nc1ccc(F)cc1,-4,·
Cc1noc(C)c1NC(=O)N(C)C[C@H]1Oc2ccc(NC(=O)Nc3ccc4c(c3)OCO4)cc2C(=O)N([C@H](C)CO)C[C@H]1C,2,·
CC(C)(O[C@@H]1O[C@H](CO)[C@@H](O)[C@H](O)[C@H]1O)[C@@H]1Oc2cc3oc(=O)ccc3cc2[C@H]1O,1,-3

# Following part
SMILES,mut p53 react,STK33 inh
Cc1noc(C)c1S(=O)(=O)Nc1ccc2c(c1)CC(=O)N([C@H](C)CO)C[C@@H](C)[C@H](CN(C)Cc1ccccc1)O2,·,0
C[C@H]1CCCCO[C@@H](CN(C)Cc2ccncc2)[C@@H](C)CN([C@@H](C)CO)C(=O)c2cc(NS(C)(=O)=O)ccc2O1,1,·
Cc1noc(C)c1NC(=O)N(C)C[C@@H]1Oc2ccc(NC(=O)Nc3ccc4c(c3)OCO4)cc2CC(=O)N([C@H](C)CO)C[C@@H]1C,2,·
C[C@@H]1CN([C@H](C)CO)C(=O)CCCn2nncc2CO[C@@H]1CN(C)S(=O)(=O)c1ccccc1F,·,0
COc1ccc(N(CC(=O)Nc2cc(Cl)ccc2OC)S(C)(=O)=O)cc1,-17,-4
Cc1noc(C)c1NC(=O)N(C)C[C@@H]1Oc2c(NC(=O)c3ccc(-c4nccs4)cc3)cccc2C(=O)N([C@H](C)CO)C[C@@H]1C,-1,·
C[C@@H]1CN([C@H](C)CO)C(=O)c2cc(/C=C/c3ccccc3)cnc2O[C@@H]1CN(C)Cc1cccc(C(=O)O)c1,12,·
OCCN(CCO)c1nc(-c2ccccc2)nc2sc(-c3ccccc3)cc12,-3,-2
COc1ccc(S(=O)(=O)N(C)C[C@H]2Oc3ccc(NS(=O)(=O)c4cccs4)cc3C(=O)N([C@@H](C)CO)C[C@H]2C)cc1,·,0
COc1ccc(S(=O)(=O)N(C)C[C@@H]2OCc3ccccc3-c3c(n(C)c4ccccc34)C(=O)N([C@H](C)CO)C[C@H]2C)cc1,3,·
C[C@@H]1CCCCO[C@@H](CN(C)S(C)(=O)=O)[C@@H](C)CN([C@H](C)CO)C(=O)c2cc(NC(=O)Nc3ccc(C(F)(F)F)cc3)ccc2O1,-4,0
C[C@@H]1CCCCO[C@@H](CN(C)Cc2ccc(C(=O)O)cc2)[C@@H](C)CN([C@H](C)CO)C(=O)c2cc(NC(=O)C3CCCCC3)ccc2O1,-4,4
C[C@@H]1CCCCO[C@H](CN(C)S(=O)(=O)c2ccccc2)[C@H](C)CN([C@H](C)CO)C(=O)c2cc(NC(=O)Nc3ccccc3)ccc2O1,-26,·
CC(C)C(=O)Nc1ccccc1C(=O)OCc1cccc([N+](=O)[O-])c1,?,0
Cc1noc(C)c1S(=O)(=O)N(C)C[C@@H]1OCCCC[C@H](C)Oc2ccc(NS(C)(=O)=O)cc2C(=O)N([C@@H](C)CO)C[C@H]1C,6,·
O=C1O[C@H](c2ccccc2)[C@H](c2ccccc2)N2[C@H]1[C@@H](C(=O)N1CCCCCCC1)[C@]1(C(=O)Nc3ccc(C#CC4=CCCCC4)cc31)[C@H]2c1ccccc1OCCO,·,22*
Nc1ncnc(Nc2ccccn2)c1[N+](=O)[O-],-4,1
Cc1noc(C)c1NC(=O)Nc1ccc2c(c1)C(=O)N([C@H](C)CO)C[C@H](C)[C@H](CN(C)C(=O)NC1CCCCC1)OCCCC[C@@H](C)O2,·,-5
